PREPL inhibitor: human PREPL enzyme inhibition. Q4J6C6. recombinant PREPL, fluorescence polarization activity-based probe. inhibition, % at 5.96 µM. 0.68% of 320,000 active. AID 2751; in the data active means inhibition above about 43%;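 further: 0% = enzyme with DMSO and 100% = wells lacking enzyme; many of its hits are not listed in these tables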
PAD4 inh: blocks human protein arginine deiminase 4 | AID 485272 | inhibition, % at 6.36 µM | Q9UM07 | recombinant PAD4, RCA probe fluorescence polarization | 0.41% of 330,000 active;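 active means percent inhibition above a cutoff equal to the mean of all tested compounds plus 3 SD, cut at about 15% in these data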;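 further: 0% = PAD4 with RCA probe and DMSO and 100% = probe without PAD4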
ZTA DNA inh: blocks Epstein-Barr virus ZTA, an EBNA-1 counter-screen; P03206; ZTA-DNA binding, fluorescence polarization; inhibition, % at 11 µM; 0.15% of 320,000 active; in the data active means inhibition above about 33%
GSTO1 inh: GSTO1 inhibition, counter-screen for RBBP9 inhibitors. P78417. AID 1974. recombinant GSTO1, activity-based probe fluorescence polarization. inhibition, % at 5.96 µM. 1.1% of 300,000 active;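 active means inhibition above the campaign mean inhibition plus 3 SD, cut at about 35% in these data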;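 further: 0% = GSTO1-1 with DMSO and 100% = wells lacking GSTO1-1 enzyme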
Target sequence (P78417 whole entry, looked up): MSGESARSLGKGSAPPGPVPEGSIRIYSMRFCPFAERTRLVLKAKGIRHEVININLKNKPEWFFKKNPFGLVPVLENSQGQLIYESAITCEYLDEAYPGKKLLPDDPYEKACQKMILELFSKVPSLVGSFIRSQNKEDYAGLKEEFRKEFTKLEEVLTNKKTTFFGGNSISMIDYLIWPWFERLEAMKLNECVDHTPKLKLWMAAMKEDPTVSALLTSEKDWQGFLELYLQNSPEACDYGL
PAFAH1B3 inh: PAFAH1B3 (human) inhibition; Q15102; 0.28% of 340,000 active; inhibition, % at 3.39 µM; recombinant PAFAH1B3, FP-rhodamine probe, fluorescence polarization;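 active means inhibition above the screen-wide average of all tested compounds plus 3 SD, cut at about 25% in these data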;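 further: 0% = enzyme with DMSO only and 100% = wells lacking PAFAH1B3 protein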
Target sequence (Q15102 whole entry, looked up): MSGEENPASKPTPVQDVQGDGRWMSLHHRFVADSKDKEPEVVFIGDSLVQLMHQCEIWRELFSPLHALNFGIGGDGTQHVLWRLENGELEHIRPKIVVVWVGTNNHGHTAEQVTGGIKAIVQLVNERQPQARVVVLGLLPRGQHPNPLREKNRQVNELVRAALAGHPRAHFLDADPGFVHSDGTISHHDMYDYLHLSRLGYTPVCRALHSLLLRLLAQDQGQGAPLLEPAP
EBNA-1 inh: blocks EBNA-1 binding to DNA; 0.34% of 300,000 active; EBNA-1 DNA binding, fluorescence polarization; inhibition, % at 14.8 µM; in the data active means inhibition above about 28%
LYPLA1 counter: LYPLA1 (human) inhibition in PME1 counter-screen. O75608. recombinant LYPLA1, FP-Rh probe fluorescence polarization. inhibition, % at 5.9 µM. 0.16% of 320,000 active;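 active means inhibition above the mean of all tested compounds plus 3 SD, set per campaign, cut at about 14% in these data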;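 further: inhibitors block serine hydrolase probe labeling of LYPLA1 so polarization falls; 0% = enzyme with DMSO and 100% = wells lacking LYPLA1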
Target sequence (O75608 whole entry, looked up): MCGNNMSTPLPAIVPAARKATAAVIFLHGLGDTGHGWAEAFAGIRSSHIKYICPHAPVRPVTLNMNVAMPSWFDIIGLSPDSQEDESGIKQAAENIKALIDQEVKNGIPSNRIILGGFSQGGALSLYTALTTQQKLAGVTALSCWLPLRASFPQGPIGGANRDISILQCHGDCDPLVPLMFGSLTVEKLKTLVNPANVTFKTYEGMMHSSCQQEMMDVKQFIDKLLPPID
LYPLA2 inh: LYPLA2 (human) inhibition in PME1 counter-screen | O95372 | recombinant LYPLA2, FP-Rh probe fluorescence polarization | inhibition, % at 5.9 µM | 0.38% of 320,000 active | AID 2177;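 active means inhibition above the screen-wide mean plus 3 SD, limit set per campaign, cut at about 26% in these data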;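 further: 0% = LYPLA2 with DMSO and 100% = wells lacking LYPLA2 enzyme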
Target sequence (O95372 whole entry, looked up): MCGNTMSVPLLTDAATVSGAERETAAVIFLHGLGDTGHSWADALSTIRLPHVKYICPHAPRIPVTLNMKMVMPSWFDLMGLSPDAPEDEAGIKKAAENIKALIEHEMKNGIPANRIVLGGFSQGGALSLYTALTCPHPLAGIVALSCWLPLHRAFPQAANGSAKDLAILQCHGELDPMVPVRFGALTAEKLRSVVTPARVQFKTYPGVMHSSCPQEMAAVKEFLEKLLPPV
PAFAH2 FP inh: PAFAH2 (human) inhibition. 0.99% of 340,000 active. inhibition, % at 3.39 µM. recombinant PAFAH2, FP-rhodamine activity probe, fluorescence polarization;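 active means inhibition above the mean over all tested compounds plus 3 SD, cut at about 30% in these data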;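 further: inhibitors block probe labeling of enzyme so polarization drops; 0% = enzyme with DMSO and 100% = wells lacking PAFAH2 protein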
Starred values were filed as active, the others as inactive; / = not tested or not shown; & = joins results of further samples; ! = not confirmed by another sample. Some of the compounds tested. The share of hits here may be higher or lower than overall.

Sequence of screens – PREPL inhibitor	PAD4 inh	ZTA DNA inh	GSTO1 inh	PAFAH1B3 inh	EBNA-1 inh	LYPLA1 counter	LYPLA2 inh	PAFAH2 FP inh
1	COc1cccc(/C(O)=C2/C(=O)C(=O)N(CCCN3CCOCC3)C2c2ccncc2)c1 (stereo not drawn)
 : 15	1	-9	-6	7	-6	5	6	0
2	Cc1cc(NC(=O)c2nn3cccnc3c2Cl)no1
 : 15	-1	-5	3	4	-9	-4	-4	-5
3	COc1ccc(C(=O)N2C(=S)NC(=O)/C2=C\c2ccc(C)cc2)cc1
 : -2	-5	14	-73	-8	10	-13	-6	-17
4	CCS(=O)(=O)NCC(c1cccnc1)N1CCN(c2ccc(OC)cc2)CC1 (stereo not drawn)
 : 9	-3	-9	3	2	6	-5	-5	-4
5	CN1CCN(C(=O)c2cnn(-c3ccccc3)c2NC(=O)c2cccs2)CC1
 : 4	1	4	9	5	1	1	-3	-9
6	CC(=O)Nc1ccc(NC(=O)Nc2cccc3ccccc23)cc1
 : 16	-4	-10	1	3	9	2	11	-4
7	Cc1noc(C)c1COc1cccc(C(=O)Nc2ccccc2)c1
 : 11	-3	6	/	-4	/	0	-1	-5
8	CC(=O)Nc1sc(/C(C#N)=C\c2cccc(Cl)c2)nc1-c1ccc(C)cc1
 : 6	-4	10	-15	-5	6	-9	-13	-26
9	Cc1cs/c(=N\N=C\c2ccccc2)n1Cc1ccco1
 : 7	-3	10	4	-1	0	1	1	8
10	CCOC(=O)C1=C(COC(=O)C2(C)CC2(Cl)Cl)NC(=O)NC1c1ccccc1 (stereo not drawn)
 : 3	-1	4	-2	5	3	1	-1	5
11	CSc1nc(C)cc(Oc2ccc(=O)n(C)n2)n1
 : 7	-3	-5	2	0	-2	1	-3	-5
12	COc1ccc(-c2cn[nH]c2N)cc1
 : 1	-1	9	1	9	0	2	1	5
13	CCOC(=O)CN(C(=O)CSc1nnc2c(n1)[nH]c1ccc(F)cc12)c1ccccc1
 : -6	-4	-22	-12	9	-8	-6	1	5
14	COc1ccc(Cl)cc1CN1C(=O)NC2(CCCCCC2)C1=O
 : 13	-4	-15	-6	-2	-8	0	-5	-27
15	Cc1ccnc(SCCn2c(N3CCN(c4ccccc4)CC3)nc3c2c(=O)[nH]c(=O)n3C)n1
 : 28	0	1	5	-10	4	2	0	3
16	O=C(NCC1CCOCC1)c1cc(COc2cccc(C(F)(F)F)c2)on1
 : 11	-4	-5	7	9	-16	1	8	5
17	Cc1ccc(NC2CC(=O)N(c3cccc([N+](=O)[O-])c3)C2=O)cc1 (stereo not drawn)
 : 5	-8	5	-5	9	-7	-3	-1	6
18	CN(/N=C/c1ccco1)C1=NS(=O)(=O)c2ccccc21
 : -6	-1	-5	-3	3	16	0	0	10
19	Cc1cc(C)c(C(=O)NC2CCCc3c2cnn3-c2ccc(C)c(C)c2)c(=O)[nH]1 (stereo not drawn)
 : 14	0	-4	2	-4	-6	-1	-8	-1
20	Cc1c(C)n(CCO)c2ncnc(Nc3ccc(F)cc3)c12
 : 5	-3	3	0	8	4	-1	-1	-6
21	COC(=O)C(Cc1ccccc1)NC(=O)CCCC(=O)NCc1cccc(OC)c1 (stereo not drawn)
 : 10	-3	-3	4	9	1	-1	-1	5
22	C/C(N)=C(/C#N)C(=O)CSc1nnc(Nc2c(C)cccc2C)s1
 : -2	-8	-3	20	17&13	1	-5	-2	32*!
23	CCOc1cccc(C(=O)Nc2ccc3ccccc3c2)c1
 : -10	0	-2	-13	-2	-9	-11	-20	-11
24	CN(CCc1ccccc1)C(=O)CCc1nnc(Cc2ccc3c(c2)OCO3)o1
 : 9	-2	11	-3	1	-4	-2	0	-6
25	CC(=O)/C(=N\Nc1ccccc1Cl)Sc1cccc2cccnc12
 : -9	-3	-3	10	6	1	-4	1	6
26	CCN(CC)C(=O)CSc1nnc(NC(=O)CCc2ccccc2)s1
 : 2	1	3	2	-7	11	-5	-1	8
27	Cc1ccccc1NC(=O)C1CCCN1S(=O)(=O)c1ccccc1C(F)(F)F (stereo not drawn)
 : 11	4	5	/	4	/	0	1	5
28	O=C(/C=C\Nc1ccc(S(=O)(=O)Nc2ncccn2)cc1)c1cccc2ccccc12
 : -7	2	9	3	2	3	3	6	3
29	CC(C)CC(=O)Nc1ccc(-c2cn3ccsc3n2)cc1
 : 25	-6	19	-8	7	-2	7	6	-4
30	Cc1ccc(C)c(N2CCN(C(=O)C3CCN(S(=O)(=O)c4cccc5nsnc45)CC3)CC2)c1
 : 8	1	4	2	2	-10	-3	1	-4

Shown screen by screen: 2 of the compounds above.
17	Cc1ccc(NC2CC(=O)N(c3cccc([N+](=O)[O-])c3)C2=O)cc1 (stereo not drawn)
13	CCOC(=O)CN(C(=O)CSc1nnc2c(n1)[nH]c1ccc(F)cc12)c1ccccc1
compound no.	17	13
PREPL inhibitor	5	-6
PAD4 inh	-8	-4
ZTA DNA inh	5	-22
GSTO1 inh	-5	-12
PAFAH1B3 inh	9	9
EBNA-1 inh	-7	-8
LYPLA1 counter	-3	-6
LYPLA2 inh	-1	1
PAFAH2 FP inh	6	5

(listing goes on)
Sequence of screens – PREPL inhibitor	PAD4 inh	ZTA DNA inh	GSTO1 inh	PAFAH1B3 inh	EBNA-1 inh	LYPLA1 counter	LYPLA2 inh	PAFAH2 FP inh
31	CCC(=O)N1c2ccccc2NC2=C(C(=O)CCC2)C1c1cccnc1 (stereo not drawn)
 : -2	0	-8	-3	6	0	-4	-2	4
32	CC(C)CNS(=O)(=O)c1cc(C(=O)O)c(Cl)cc1Cl
 : 13	-6	1	-12	-1	-13	0	-7	2
33	CC1(C)CC(=O)c2sc(NC(=O)C3CC3)nc2C1
 : -6	0	-6	3	7	-15	8	6	-4
34	O=C(COC(=O)Cc1ccc(Cl)cc1)NCc1cccs1
 : 4	1	/	/	11	/	/	/	7
35	Cc1cc(C)c(S(C)(=O)=O)c(N(C)N)n1
 : -4	1	10	-2	8	-4	-3	0	8
36	O=C(CSc1ncnc2c1cnn2-c1ccccc1)Nc1ccc2c(c1)OCO2
 : -4	-8	-3	8	4	-1	-3	-1	6
37	COCc1c(Br)c(C)[nH]c(=O)c1C#N
 : 18	1	-20	3	-4	-7	0	0	5
38	O=[N+]([O-])c1ccc(O)c(Nc2ncnc3ccc(Br)cc23)c1
 : 25	-1	-2	-40	17	1	9	8	10
39	Cc1nnc(SCC(=O)NNC(=O)COc2ccc(Cl)cc2)s1
 : -17	-2	2	-3	-2	-10	2	5	2
40	COc1ccc(C)cc1S(=O)(=O)N(CC(=O)Nc1cccc([N+](=O)[O-])c1)c1ccc(C)c(C)c1
 : -1	2	-12	1	-14	4	-4	-8	-22
41	CC(=O)c1ccc(S(=O)(=O)NCCCC(=O)NCCc2ccccn2)cc1
 : -5	4	-7	1	8	0	0	10	2
42	Cc1ccccc1Cn1c(O)c(N=NC(=S)Nc2ccccc2F)c2ccccc21
 : 20	-13	-3	-30	-1	-13	-4	-7	3
43	CC1=Nc2ccccc2NC(=O)C1Sc1nnc(C)s1 (stereo not drawn)
 : 4	-1	-6	4	7	-4	0	9	-1
44	CCOC(=O)N1CCN(CC(=O)Nc2sccc2C#N)CC1
 : 8	-2	7	14	2	12	10	45*	6
45	CC(C(=O)Nc1cccc([N+](=O)[O-])c1)[n+]1ccccc1 (stereo not drawn)
 : 19	6	-27	10	6	-5	4	6	-8
46	CC(C)CCn1c(=O)[nH]c2ccccc21
 : 3	-4	10	8	7	6	0	0	-4
47	Cn1cc([N+](=O)[O-])c(C(=O)NC2CCCCCCC2)n1
 : 2	-2	-9	3	10	7	4	2	0
48	O=C(CSc1ccccn1)NC1CCCC1
 : 7	5	12	0	/	9	2	6	/
49	C[C@@H]1NC(=O)[C@H](CCC(N)=O)NC(=O)c2cc([N+](=O)[O-])cc(I)c2NCCC[C@@H](C(N)=O)NC1=O
 : 16	-2	0	2	-5	-11	-1	-3	-1
50	COc1cc(NC(=O)C2CCCN(S(=O)(=O)c3ccc4[nH]c(=O)ccc4c3)C2)cc(OC)c1 (stereo not drawn)
 : -8	0	6	-124	-4	-7	-5	-20	-3
51	CCCCn1nnnc1SCC(=O)NCc1ccccc1
 : -7	-2	-2	0	-1	0	-4	-7	-9
52	COc1ccc(C2c3c(-c4ccccc4O)n[nH]c3C(=O)N2Cc2ccco2)cc1 (stereo not drawn)
 : -19	0	-15	-97	-4	7	-10	-13	2
53	Cc1cc(C)c2[nH]c(=O)c(CN(CC3CCCO3)C(=O)C3CCCO3)cc2c1 (stereo not drawn)
 : -6	-4	-7	1	7	2	-2	2	0
54	c1ccc2c(c1)CC/C2=N/Nc1nc2ccccc2[nH]1
 : 39	-1	3	6	9	8	5	3	8
55	C/C=C/C=C\C(=O)Nc1cccc(C2=NOC3(C2)C[C@H](C(N)=O)N(C(=O)CC#N)C3)c1 (stereo partly drawn)
 : -2	-3	0	3	3	0	-4	-12	0
56	CC(C)(CO)NS(=O)(=O)c1ccc2c(c1)C(=NO)c1cc(S(=O)(=O)NC(C)(C)CO)ccc1-2
 : 2	2	-1	-1	-1	-5	-24	-30	-52
57	COC(=O)CNC(=O)COc1ccccc1
 : -3	1	-4	8	-6	-7	0	4	-6
58	CCC1(c2ccccc2)NC(=O)N(CC(=O)N2CCc3ccccc32)C1=O (stereo not drawn)
 : 3	-1	/	/	8	/	/	/	3
59	Cc1ccc(S(=O)(=O)/N=c2\sccn2C)cc1
 : 7	-1	1	7	1	-4	-1	-2	4
60	O=C(NC(=S)NCCCN1CCOCC1)c1ccco1
 : -5	3	2	2	2	3	0	-3	-7
61	C=CCn1c(SCC(=O)Nc2ccccc2OC)nc2c([nH]c3ccccc32)c1=O
 : -6	-2	-6	-1	-2	40*	0	1	-1
62	COC(=O)CCC(=O)OC1(C)C(=O)C=C2C=C(C3CC3)N(c3cccc(C#N)c3)C=C2C1=O (stereo not drawn)
 : 2	-11	-3	58*	9	12	2	0	-1
63	O=C(Oc1cccc2cccnc12)c1cccs1
 : 12	-2	16	19	8	-5	0	-1	0
64	Cn1c(=O)c(=O)n(C)c2cc(S(=O)(=O)CCC(=O)Nc3ccc(C(F)(F)F)cc3)ccc21
 : 8	1	4	7	-2	-14	0	-5	8
65	CCN1CCN(CCC(=O)Nc2ccc3c(c2)OCO3)CC1
 : -5	1	10	0	12	1	3	5	3
66	NS(=O)(=O)c1ccc(N/C=C\C(=O)c2ccncc2)cc1
 : -6	-6	-18	4	3	-21	6	5	1
